# Nrf2 inh: blocks Nrf2 signaling. A549 ARE-Fluc reporter, luciferase luminescence, 18-24 h. Potency, µM (titrated, usually from 46 µM), for the others: at the highest dose activity change, negative = inhibition, usual class: inhibitors. 360,000 compounds, 2.1% hits. AID 504444; also: potency is read from the fitted curve at half-maximal effect; % is scaled to controls: 0 for no effect and ±100 for the full control effect; nearly all actives have a fitted effect of over 60% in size
#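 Nrf2 activity is the BugLite luminescence, read 15 min after reagent at room temperature, following CellTiter-Fluor cytotoxicity readout (30 min, 37C). Compound titrations were applied for 18-24 h to 5000 A549 ARE_Fluc cells/well in 5% FBS OPTI-MEM.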
# Nrf2 activator: activators of Nrf2 (ARE) signaling | AREc32 ARE-luciferase reporter (MCF7-derived line), luminescence, 24 h | Potency, µM (series often up to 46.1 µM), for the others: top-dose activation, usual class: activators | 410,000 compounds, 0.31% hits; also: potency is read from the fitted curve at half-maximal effect; % of control where 0% means no effect; nearly all actives have a fitted effect of over 65% in size
#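 ARE-driven firefly luciferase activity in AREc32 cells measured after a 24 hr compound exposure at 37 deg C, using Steady-Glo reagent and a 30 min room-temperature hold.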
# CCT chaperon mod: changes cytosolic chaperonin activity. 360,000 compounds, 0.3% hits. purified chaperonin ATPase assay, HTRF ADP detection, 30 min. activity change, % (no concentration beside the values), hits read low; in the data active = activity change below about -30%; also: % is scaled to controls: 0 for no effect and ±100 for the full control effect
#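 First, chaperonin was dispensed at 40 nM or 20 nM final depending on batch activity. Next, compounds were pinned at 76 uM and ATP added at 10 uM. After 30 min at 37 °C, ADP detection reagents ran 30 min at ambient temperature.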
# TGFb SMAD3 inh: inhibitors of TGF-b signaling; HepG2 CAGA-GFP TGF-b/SMAD3 reporter, GFP fluorescence, 18 h; TGF-beta stimulated, 500 pg/mL final; Potency, µM (top dose mostly 46.1 µM), for inactives: at the top dose activity, negative = inhibition, actives largely listed as inhibitors; 410,000 compounds, 1.2% hits; AID 588855; also: potency is read from the fitted curve at half-maximal effect; % is scaled to controls: 0 for no effect and ±100 for the full control effect; nearly all actives have a fitted effect of over 65% in size
#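 Inhibition of TGF-beta-driven CAGA-GFP reporter expression in HEPG2 cells is measured by cellular GFP fluorescence after 18 h stimulation with 500 pg/mL recombinant TGF-beta in 1% FBS medium at 37 degrees C.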
# EPAC2 antagonist: antagonists of human EPAC2; EPAC2 GEF exchange of Rap1B-BODIPY-GDP, fluorescence; AID 720708; 360,000 compounds, 0.18% hits; Q8WZA2; Potency, µM (top dose mostly 114 µM), without a hit: top-dose activity, negative = inhibition, hits mostly inhibitors; also: potency is read from the fitted curve at half-maximal effect; % is scaled to controls: 0 for no effect and ±100 for the full control effect; nearly all actives have a fitted effect of over 45% in size; many of its hits are not listed in these tables
# Target sequence (Q8WZA2 whole entry, looked up): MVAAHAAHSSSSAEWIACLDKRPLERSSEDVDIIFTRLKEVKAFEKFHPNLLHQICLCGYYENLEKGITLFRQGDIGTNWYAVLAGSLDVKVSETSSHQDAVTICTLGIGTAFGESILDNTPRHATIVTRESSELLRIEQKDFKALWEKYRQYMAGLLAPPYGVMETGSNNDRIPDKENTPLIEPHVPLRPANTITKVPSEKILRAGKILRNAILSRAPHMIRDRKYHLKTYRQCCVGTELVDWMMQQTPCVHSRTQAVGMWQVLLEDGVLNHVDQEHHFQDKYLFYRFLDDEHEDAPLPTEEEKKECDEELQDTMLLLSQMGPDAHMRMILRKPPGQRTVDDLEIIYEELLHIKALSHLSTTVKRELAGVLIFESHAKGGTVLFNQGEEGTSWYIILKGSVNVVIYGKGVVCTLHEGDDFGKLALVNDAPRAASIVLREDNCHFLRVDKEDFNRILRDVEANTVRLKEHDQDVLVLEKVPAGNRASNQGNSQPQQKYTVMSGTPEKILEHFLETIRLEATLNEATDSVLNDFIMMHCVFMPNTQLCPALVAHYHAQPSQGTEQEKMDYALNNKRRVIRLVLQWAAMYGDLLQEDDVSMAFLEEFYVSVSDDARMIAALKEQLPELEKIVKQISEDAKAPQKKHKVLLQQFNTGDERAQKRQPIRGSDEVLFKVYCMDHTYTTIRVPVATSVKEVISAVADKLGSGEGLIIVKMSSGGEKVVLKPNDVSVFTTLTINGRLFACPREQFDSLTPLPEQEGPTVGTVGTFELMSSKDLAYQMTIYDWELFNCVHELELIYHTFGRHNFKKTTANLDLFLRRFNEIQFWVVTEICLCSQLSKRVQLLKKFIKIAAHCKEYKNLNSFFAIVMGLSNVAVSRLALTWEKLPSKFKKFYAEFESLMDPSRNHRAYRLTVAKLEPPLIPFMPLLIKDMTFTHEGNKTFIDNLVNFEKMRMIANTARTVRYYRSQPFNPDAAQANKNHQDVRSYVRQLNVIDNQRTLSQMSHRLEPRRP
# A549 tox: A549 cytotoxicity, counter-screen for Nrf2 inhibitors. AID 504648. Potency, µM (series often up to 46 µM), inactives show at the top dose activity change, negative = cytotoxicity, usual class: inhibitors. A549 ARE-Fluc cells, CellTiter-Fluor viability, 18-24 h. 390,000 compounds, 0.16% hits; also: potency is read from the fitted curve at half-maximal effect; % is scaled to controls: 0 for no effect and ±100 for the full control effect
#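 A549 ARE_Fluc cells in 5% FBS OPTI-MEM were exposed to compounds in concentration-response for 18-24 h at 37 deg C. Viability was read by CellTiter-Fluor fluorescence (Ex 405/Em 525) after 30 min, before the luciferase read.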
# EPAC2 agonist: activates human EPAC2 exchange factor; Q8WZA2; Potency, µM (doses to about 154 µM), for inactives: at the top dose activation, hits mostly activators; 360,000 compounds, 0.079% hits; AID 720711; EPAC2 activation, biochemical qHTS; response scale: 100% = 6.5 mM cAMP response; also: potency is read from the fitted curve at half-maximal effect; nearly all actives have a fitted effect of over 50% in size
#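 qHTS, titration series. 100 nM EPAC2 / 250 nM Rap1B-BODIPY-GDP / 50 uM GDP; RT; ex 480/em 540 nm, 5-min reads to 30 min. Norm. to 6.5 mM cAMP = activation.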
# MmCpn inh: inhibitors of Methanococcus maripaludis chaperonin (MmCpn); Potency, µM (titrated, usually from 76.9 µM), without a hit: at the highest dose activity, negative = inhibition, actives largely listed as inhibitors; 330,000 compounds, 0.031% hits; purified Mm-Cpn ATPase, ADP Transcreener TR-FRET; also: potency is read from the fitted curve at half-maximal effect; % is scaled to controls: 0 for no effect and ±100 for the full control effect; nearly all actives have a fitted effect of over 80% in size
#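 Eu-cryptate anti-ADP/ADP-d2 competition gives a ratio inversely related to ADP. Enzyme at 25 nM was pre-exposed to compound for 10 min, then given 10 uM ATP for 30 min, 37°C throughout.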
# Akt phos inh: inhibitors of Akt phosphorylation; 360,000 compounds, 0.32% hits; AID 651550; activity change, % for hits at 50 µM; Neuro2A IGF-stimulated pAkt S473 HTRF, 20 min; hits give low values; in the data active = activity change below about -80%; inconclusive = mostly about -51% to -80%; also: % is scaled to controls: 0 for no effect and ±100 for the full control effect
#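 Single-point screen (50 µM final compound) in Neuro2A cells stimulated 20 min with 6 nM IGF at 37 deg C. After lysis, Ser473-phosphorylated Akt read by HTRF (ex 330 nm, em 615/665 nm) as the 665/615 ratio.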
# An asterisk follows results filed as active; i = inactive; ? = inconclusive; · = not tested or not shown; & = joins results of further samples; [ ] = dose if it differs, or a comment. Unless noted, calls follow the shape of the dose curve; as a rule, active = well fitted curve in the direction sought with a large enough effect; inconclusive = small, poorly fitted or top-dose-only effect, or another doubt; inactive = no such curve, though single readings can be large; an effect the other way counts as inactive or inconclusive. This is a subset. The share of hits here may be higher or lower than overall.
SMILES,Nrf2 inh,Nrf2 activator,CCT chaperon mod,TGFb SMAD3 inh,EPAC2 antagonist,A549 tox,EPAC2 agonist,MmCpn inh,Akt phos inh
Cc1ccccc1NC(=O)Nc1ccccc1C(N)=O,-9.1%,-0.6%,-1.8,-11.6%,-7.3%,-3.3%,8.2%,1.1%,i
Cc1cccc(NC(=O)c2cc(S(=O)(=O)N3CCCC3)cn2C)c1,-18.7%,1.0%,-0.1,-4.4%,7.1%,0.0%,15.3%,0.8%,i
CCCSc1nnc2nc3c(nn12)c1ccccc1n3C,?,7.3%,-5.5,?,33.6%,-1.4%,18.1%,0.3%,i
Cc1nc(Nc2cnc(/C=C/c3cc(C(=O)Nc4cccc(C(F)(F)F)c4)ccc3C)cn2)cc(N2CCNCC2)n1,?,-2.4%,-4.6,?,50.1µM*,-16.7%,?,-3.2%,i
Cc1cc(C)c(NC(=O)Cn2nnc(C(=O)NCCc3ccccc3)c2N)c(C)c1,-3.1%,-0.7%,0.5,-10.0%,1.9%,2.1%,8.7%,-0.3%,i
COCCCNC(=O)Cn1cnc2sc(C)c(S(=O)(=O)N3CCN(c4ccccc4OC)CC3)c2c1=O,0.4%,0.0%&0.2%,-1.7,0.2%&29.8%,-14.7%,1.7%&3.4%,9.1%,-2.9%,i
CN1CCN(C/C(=C2/N=C(c3ccccc3)OC2=O)N(C)C)CC1,·,2.5%,-1.3,45.9%[activator],8.7%,-6.4%,1.0%,1.2%,i
COc1cc2c(cc1OC)C(NNC(=O)c1ccc(Br)o1)=NC(C)(C)C2,2.1%,-1.7%,-1.9,-25.7%,3.1%,-2.8%,8.4%,-1.6%,·
O=C(COc1ccccc1C(=O)O)Nc1nc2ccc([N+](=O)[O-])cc2s1,-19.8%,0.9%,1.5,?,-0.1%,-21.7%,3.2%,5.7%,i
COc1ccccc1C(=O)NC(=O)COC(=O)c1cccc(C)c1O,13.2%,-0.4%,-0.6,-12.7%,4.9%,1.9%,9.6%,-6.9%,i
CCc1ccc(NC(=O)Cn2c(=O)n(Cc3ccc4c(c3)OCO4)c(=O)c3oc4ccccc4c32)cc1,-5.9%,-0.6%,·,-9.2%,·,-1.4%,·,·,·
CCN1CCCC1CNC(=O)c1cn(C)c2ccc(S(=O)(=O)N3CCCCCC3)cc2c1=O (stereo not given),-5.1%,0.1%,-0.4,1.0%,-1.0%,-2.9%,12.7%,-5.4%,i
COCC(O)CSc1c([N+](=O)[O-])nc(C)n1Cc1ccc(OC)c([N+](=O)[O-])c1 (stereo not given),13.9%,0.3%,-0.7,8.5%,7.8%,-6.2%,-1.5%[15.6 µM],0.7%,·
CCCOc1ccc(F)cc1-c1cc(C(=O)NCc2ccccc2)[nH]n1,·,0.3%,-1.1,1.5%,?,·,9.8%,·,i
Cc1nc(C(C)N(C)Cc2nc(-c3ccc4c(c3)OCO4)no2)c(C)s1 (stereo not given),3.5%,2.6%,-2.7,-10.5%,-3.6%,2.3%,2.2%,-8.0%,i
Cc1ccc(CN(C(=O)c2ccco2)C(C(=O)NC2CCCC2)c2cccnc2)cc1 (stereo not given),-23.5%,-0.1%,1.6,-16.2%,9.1%,-12.0%,4.1%,-1.5%,i
CC(C)C(NS(=O)(=O)c1cccc2nsnc12)C(=O)NC1CCCCC1 (stereo not given),?,-0.1%,1.4,-0.2%,2.0%,-2.6%,2.7%,-7.0%,i
CNC(=S)N/N=C/c1cn(Cc2ccc(F)cc2)c2ccccc12,?,1.7%,1.5,?,1.0%,-1.0%,1.9%,-0.2%,i
CCCCn1nnnc1C1(C)CCC(=O)N1Cc1cccs1 (stereo not given),·,-0.1%,-3.3,·,-0.2%,·,2.9%,·,i
CCCn1c(SCC(=O)c2cc(C)c(C)cc2C)n[nH]c1=O,?,0.0%,-0.5,0.0%,-4.9%,-0.6%,-1.4%,-0.3%,i
Cn1c(=O)c2c(-c3ccccc3)n(-c3cccc(C#N)c3)cc2n(C)c1=O,-4.9%,0.6%,·,3.4%,·,0.8%,·,·,·
O=C(c1ccc(CS(=O)(=O)Cc2ccc(Cl)cc2)o1)N1CCCC1,-29.6%,0.3%,-0.3,1.8%,1.9%,-1.8%,5.9%,0.0%,i
CCC(=O)N1CCC2(CC1)Oc1ccc(F)cc1C(=O)C21CC(c2ccccc2)=NO1 (stereo not given),-10.9%,-1.4%,1.8,-6.7%,-13.0%,0.9%,13.2%,-0.9%,i
CC1(C)Cc2c(sc(NC(=O)C(=O)N3CCN(CCO)CC3)c2C(N)=O)CO1,-26.9%,0.0%,0.4,6.4%,-4.2%,-2.7%,4.6%,1.6%,·
NC(=O)COC(=O)CNC(=O)c1ccc(Cl)cc1,-5.0%,-1.1%,-3.2,11.2%,-1.5%,-0.2%,1.2%,0.6%,i
Cc1cc(N2CCN(c3cccc(C(F)(F)F)c3)CC2)n2nc(-c3ccccc3)nc2n1,?,0.4%,·,-1.2%,·,-7.1%,·,·,·
O=C(CNC(=O)c1cccs1)N/N=C/c1c(F)cccc1Cl,4.1%,?,-2.5,0.0%,-3.2%,4.7%,-1.1%,-0.6%,i
CCN(CC)c1ccc(C=C(c2nnnn2-c2ccc(C)cc2)c2nnnn2-c2ccc(C)cc2)cc1,9.0%,-0.3%,-3.2,3.3%,8.4%,-11.6%,8.8%,0.9%,i
COc1ccc(S(=O)(=O)N2CCCCC2)cc1NC(=O)[C@@H]1CCCN1C(=O)c1cccs1,6.6%,0.2%,-7.8,-5.2%,-12.7%,2.3%,11.6%,1.4%,i
CCS(=O)(=O)C1=NN2C(=N)/C(=C\c3ccc(OC(=O)c4ccco4)c(OC)c3)C(=O)N=C2S1,-29.5%,0.2%,1.0,62.3%[activator],-23.8%,-14.6%,-3.8%,-13.6%,i
O=c1c2sc3ccccc3c2n(Cc2ccc(F)cc2)c(=O)n1Cc1ccco1,-8.8%,4.7%,·,-22.1%,·,4.8%,·,·,·
COc1ccc(C2N(c3cc(C)on3)C(=O)C3CCCN32)cc1OC (stereo not given),2.9%,0.4%,-2.1,-16.6%,3.1%,6.5%,7.2%,1.1%,i
COc1ccc(/C=C/C(=O)Nc2ccc3nc4n(c(=O)c3c2)CCCC4)cc1,-49.9%,0.6%,-3.0,1.4%,-3.9%,-0.4%,3.9%,2.9%,i
C=CCOC(=O)C1=C(C)OC(N)=C(C#N)C1c1c(C)nn(-c2ccccc2)c1Cl (stereo not given),·,?,-3.1,-24.6%,-8.2%,-21.0%,13.0%,1.2%,i
CCc1ccc([C@@H]2CC(=O)[C@@H]3CN(S(=O)(=O)c4ccccc4C)[C@H](c4ccc(Cl)cc4)C[C@@H]3N2S(=O)(=O)c2ccc(C)cc2)cc1,·,-0.7%,0.9,-17.5%,2.9%,·,1.3%,·,i
CCOC(=O)C(NC(=O)c1ccccc1)(Nc1cc(C)on1)C(F)(F)F (stereo not given),-13.3%,-0.7%,-0.3,6.4%,1.9%,-2.1%,-2.9%,0.2%,-129.4%*
Cc1ccccc1-c1cnc(C(O)c2ccc(F)cc2)[nH]1 (stereo not given),·,0.0%[9.22 µM],-0.1,-6.7%,-10.3%,·,5.4%,·,i
COC(=O)C1C(=O)NC(SC)=C(C#N)C1c1ccccc1F (stereo not given),0.7%,0.1%,-4.9,-4.5%,-5.3%,-7.2%,14.7%,0.1%,i
Cc1ccccc1N1CCN(Cc2c(C#N)c3ccccc3n2C)CC1,-19.4%,-0.3%,0.7,4.0%,2.2%,6.9%,-0.3%,0.8%,i
CCOc1ccc(NC(=O)CN(C)C(=O)C(C)Oc2ccc(Cl)cc2)cc1OCC (stereo not given),?,-0.3%,1.3,-1.4%,-11.1%,-1.1%,0.2%,·,i
COc1ccc(Cl)cc1NC(=O)CSc1c2c(nc3ccccc13)CCC2,3.3%,?,·,?,·,2.6%,·,·,·
Cc1cc(C)c2c(N)c(C(=O)NN3CC(=O)N(c4ccccc4F)CC3=O)sc2n1,-1.1%,2.4%,-3.9,?,10.1%,-0.1%,0.0%,-1.6%,i
COc1cc(C(Nc2ccc3c(c2)OCO3)C(=O)NC2CCCCC2)cc(OC)c1OC (stereo not given),?,-0.6%,-2.5,-15.8%,-7.1%,-0.8%,6.2%,-1.4%,i
O=C(NCCc1ccccc1F)C1CCC(=O)N(Cc2ccc(Cl)cc2)C1 (stereo not given),1.2%,-0.2%,-1.0,1.7%,-5.6%,1.4%,0.2%,-2.4%,i
CCOC(=O)C1=CN(Cc2cccc(-c3cccnc3)c2)S(=O)(=O)N(CC)C1C (stereo not given),?,9.3%,-0.8,-20.6%,-15.4%,-1.5%,9.4%,-1.3%,i
CSc1ccc(CNC(=O)c2ccc(NC(=O)C3=CSCCO3)cc2)cc1,-27.5%,-0.3%,-0.3,6.9%,14.9%,2.5%,-2.5%,-3.4%,i
Fc1ccccc1CNc1ncnc2sccc12,4.11µM*,3.4%,0.8,1.1%,-3.3%,-22.4%,10.9%,1.8%,i

# Ordered by value in EPAC2 antagonist (lowest first): 3 of the compounds above
smiles	EPAC2 antagonist
COc1cc(C(Nc2ccc3c(c2)OCO3)C(=O)NC2CCCCC2)cc(OC)c1OC (stereo not given)	-7.1%
O=C(NCCc1ccccc1F)C1CCC(=O)N(Cc2ccc(Cl)cc2)C1 (stereo not given)	-5.6%
CSc1ccc(CNC(=O)c2ccc(NC(=O)C3=CSCCO3)cc2)cc1	14.9%
